# PRC2 inh – blocks human EZH2/PRC2 H3K27 methylation | Q15910 | DELFIA TRF, 1 h | inhibition, % at 12.5 µM | actives 0.35% (n = 57,000);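 active = mean inhibition of replicates at least 50% and every single replicate also reaching 50%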;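 note: dimethyl H3K27 on biotinylated H3 21-44 peptide detected by antibody; plate controls were median neutral control wells for no effect and median positive control wells for full effect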
# Target sequence (Q15910 whole entry, looked up): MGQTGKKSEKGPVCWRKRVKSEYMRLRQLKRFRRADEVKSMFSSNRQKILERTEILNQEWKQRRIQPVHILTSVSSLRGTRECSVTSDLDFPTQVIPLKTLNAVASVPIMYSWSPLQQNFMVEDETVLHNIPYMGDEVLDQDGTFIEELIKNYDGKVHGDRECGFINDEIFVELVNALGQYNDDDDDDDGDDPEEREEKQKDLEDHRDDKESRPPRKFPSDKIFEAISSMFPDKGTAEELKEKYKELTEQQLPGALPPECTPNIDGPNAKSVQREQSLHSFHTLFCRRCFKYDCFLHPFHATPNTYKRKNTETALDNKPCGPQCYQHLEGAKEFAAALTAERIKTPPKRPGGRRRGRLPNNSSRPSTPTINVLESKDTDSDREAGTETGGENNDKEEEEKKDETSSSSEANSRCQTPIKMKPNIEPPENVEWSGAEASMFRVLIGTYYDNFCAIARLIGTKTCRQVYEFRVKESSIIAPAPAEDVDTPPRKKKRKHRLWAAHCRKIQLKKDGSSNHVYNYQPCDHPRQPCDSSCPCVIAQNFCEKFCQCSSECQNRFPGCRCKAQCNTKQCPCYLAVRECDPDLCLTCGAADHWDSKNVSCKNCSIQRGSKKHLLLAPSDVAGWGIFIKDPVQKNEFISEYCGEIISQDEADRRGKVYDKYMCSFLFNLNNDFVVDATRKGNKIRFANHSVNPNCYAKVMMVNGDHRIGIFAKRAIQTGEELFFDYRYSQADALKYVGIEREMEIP
# IDH1 mut inh – IDH1 R132H (human) inhibition. O75874. IDH1 R132H reductase, diaphorase/resazurin fluorescence, 60 min. inhibition, % at 10 µM. actives 0.18% (n = 70,000); in the data active = inhibition above about 34%;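 note: 0% = DMSO and 100% = no enzyme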
# * hit, by the source's call; . = not tested or not shown; & = joins results of further samples. Only part of the results is shown; rates above refer to the full screens.
# Start of the data: the first 14 compounds (preview)
# Every second line gives: PRC2 inh | IDH1 mut inh
CCCNC(C)C(=O)Nc1c(C)csc1C(=O)OC (stereo unspecified)
    . | 0.2
C[C@]12CCC(=O)C=C1CC[C@@H]1C2CC[C@@]2(C)C1CC[C@@H]2C(=O)CO (stereo partly specified)
    21 | 0.0
O=C(CCNNC(=O)c1ccncc1)NCc1ccccc1
    2 | 3.0
Cc1c(NC(=O)c2cccnc2)c(=O)n(-c2ccccc2)n1C
    . | 1.5
OCCN1CCN(CCCN2c3ccccc3Sc3ccc(Cl)cc32)CC1
    -2 | 0.6
CC(C(=O)O)c1ccc(C(=O)c2cccs2)cc1 (stereo unspecified)
    . | 0.1
CCN(CC)CCNC(=O)c1cc(Cl)c(N)cc1OC
    -3 | 0.5
Cc1cc(Cn2cnc3c2CC(C(=O)O)N(C(=O)C(c2ccccc2)c2ccccc2)C3)ccc1N(C)C (stereo unspecified)
    . | 1.2
COc1cc2ncnc(Nc3cccc(O)c3)c2cc1OC
    . | -0.8
CCOC(=O)c1ccc(N)cc1
    -7 | 0.2
CN(C)CCOC(C)(c1ccccc1)c1ccccn1 (stereo unspecified)
    . | -0.3
CN1CCOC(c2ccccc2)c2ccccc2C1 (stereo unspecified)
    . | -0.6
CCOc1ccc(NC(=O)Cn2cc(C(=O)c3ccco3)c3ccccc32)cc1
    -5 | 0.5
O=[N+]([O-])c1ccc(O)c(C(c2c[nH]c3ccccc23)c2c[nH]c3ccccc23)c1
    0 | 0.0

# Results, from the first entry:
# Every second line gives: PRC2 inh | IDH1 mut inh
CCCNC(C)C(=O)Nc1c(C)csc1C(=O)OC (stereo unspecified)
    . | 0.2
C[C@]12CCC(=O)C=C1CC[C@@H]1C2CC[C@@]2(C)C1CC[C@@H]2C(=O)CO (stereo partly specified)
    21 | 0.0
O=C(CCNNC(=O)c1ccncc1)NCc1ccccc1
    2 | 3.0
Cc1c(NC(=O)c2cccnc2)c(=O)n(-c2ccccc2)n1C
    . | 1.5
OCCN1CCN(CCCN2c3ccccc3Sc3ccc(Cl)cc32)CC1
    -2 | 0.6
CC(C(=O)O)c1ccc(C(=O)c2cccs2)cc1 (stereo unspecified)
    . | 0.1
CCN(CC)CCNC(=O)c1cc(Cl)c(N)cc1OC
    -3 | 0.5
Cc1cc(Cn2cnc3c2CC(C(=O)O)N(C(=O)C(c2ccccc2)c2ccccc2)C3)ccc1N(C)C (stereo unspecified)
    . | 1.2
COc1cc2ncnc(Nc3cccc(O)c3)c2cc1OC
    . | -0.8
CCOC(=O)c1ccc(N)cc1
    -7 | 0.2
CN(C)CCOC(C)(c1ccccc1)c1ccccn1 (stereo unspecified)
    . | -0.3
CN1CCOC(c2ccccc2)c2ccccc2C1 (stereo unspecified)
    . | -0.6
CCOc1ccc(NC(=O)Cn2cc(C(=O)c3ccco3)c3ccccc32)cc1
    -5 | 0.5
O=[N+]([O-])c1ccc(O)c(C(c2c[nH]c3ccccc23)c2c[nH]c3ccccc23)c1
    0 | 0.0
CC(=O)c1ccc(S(=O)(=O)NC(=O)NC2CCCCC2)cc1
    -13 | 0.4
CN(C(=O)CCCOc1ccc2[nH]c(=O)ccc2c1)C1CCCCC1
    11 | 0.3
CN1CCN(C(c2ccccc2)c2ccccc2)CC1
    13 | 0.5
CC(=O)C1C(=O)C2C3c4c[nH]c5cccc(c45)CC3C(C)(C)N2C1=O (stereo unspecified)
    . | 1.2
CC1COc2c(N3CCN(C)CC3)c(F)cc3c(=O)c(C(=O)O)cn1c23 (stereo unspecified)
    . | 1.8
Cc1cc(-c2ccccc2)nnc1NCCN1CCOCC1
    . | 0.2

# New compounds follow.
# Every second line gives: PRC2 inh | IDH1 mut inh
CC(=O)O[C@]1(C(C)=O)CCC2C3C=C(Cl)C4=CC(=O)[C@@H]5C[C@@H]5[C@]4(C)C3CC[C@@]21C (stereo partly specified)
    . | 0.0
CC(C)C1C(=O)N(S(C)(=O)=O)[C@@H]2CCN(C(=O)/C=C/CN3CCCCC3)[C@@H]12 (stereo partly specified)
    . | 0.5
CC(=O)C1C(=O)[C@@H]2[C@H]3c4c[nH]c5cccc(c45)C[C@H]3C(C)(C)N2C1=O (stereo partly specified)
    . | 3.0
COc1c(O)c2c(=O)cc3c4c5c(cc(=O)c6c(O)c(OC)c(CC(C)O)c(c(c1CC(C)O)c24)c65)OCO3 (stereo unspecified)
    2 | .
Cc1nc2ccccn2c(=O)c1CCN1CCC(C(=O)c2ccc(F)cc2)CC1
    . | 0.3
c1ccc(CC2=NCCN2)cc1
    -19 | -0.8
COc1ccc(S(=O)(=O)N2c3ccc(Cl)cc3[C@](O)(c3ccccc3Cl)[C@@H]2C(=O)N2CCC[C@H]2C(N)=O)cc1OC
    -7 | 0.5
C[C@@H](N)C1CCC(C(=O)Nc2ccncc2)CC1 (stereo partly specified)
    -8 | 0.1
c1ccc(CN(CC2=NCCN2)c2ccccc2)cc1
    . | 0.2
COc1ccccc1N1CCN(CCCNc2cc(=O)n(C)c(=O)n2C)CC1
    . | -2.1
CC(COc1ccccc1)NC(C)C(O)c1ccc(O)cc1 (stereo unspecified)
    . | -0.2
O=C(c1ccc(F)cc1)C1CCN(CCn2c(=O)[nH]c3ccccc3c2=O)CC1
    2 | 0.0
C[C@@H]1CC[C@]2(C(=O)O[C@@H]3O[C@H](CO[C@@H]4O[C@H](CO)[C@@H](O[C@@H]5O[C@@H](C)[C@H](O)[C@@H](O)[C@H]5O)[C@H](O)[C@H]4O)[C@@H](O)[C@H](O)[C@H]3O)CC[C@]3(C)C(=CCC4[C@@]5(C)C[C@@H](O)[C@H](O)[C@@](C)(CO)C5CC[C@]43C)C2[C@H]1C (stereo partly specified)
    . | 4.0
Oc1ccc(/C=C/c2cc(O)cc(O)c2)cc1
    -8 | 1.4&1.2
CCCn1cnc2c1c(=O)n(CCCCC(C)=O)c(=O)n2C
    -17 | -1.4
